Assay outcomes as filed in PubChem.
aSyn yeast rescue: qHTS of alpha-syn Inhibitors: NCGC Sytravon Library Screen; Potency, µM (top dose mostly 46.1 µM), for inactives: at the highest dose growth rescue (activation), hits mostly activators; 94,000 compounds, 0.02% hits; S. cerevisiae alpha-synuclein toxicity rescue, BacTiter-Glo growth, 24 h; AID 1347070, 2019; active = well fitted activation curve with a large enough effect; inconclusive = small, poorly fitted or top-dose-only effect; also: 0% is about no effect
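Growth restoration measured by BacTiter-Glo luminescence after 24 hr at 30 deg C; alpha-synuclein yeast, raffinose-pregrown to mid-log, were added at OD600=0.02 in galactose medium onto pinned compounds.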
* hit, by the source's call; ? = inconclusive. Potency is read from the fitted curve at half-maximal effect. Some of the compounds tested. The share of hits here may be higher or lower than overall.

Preview:
SMILES | aSyn yeast rescue
Cc1ccc(S(=O)(=O)NCC2CCC(C(=O)N(C)Cc3ccccc3)CC2)cc1 (configuration not stated) | 6%
O=C(COc1ccc(F)cc1)NCC(c1ccc(Cl)cc1)N1CCCCC1 (configuration not stated) | 3%
CCOc1ccc(CNC(=O)c2c(C)nn(-c3ccc(F)cc3)c2-n2cccc2)cc1 | 8%
Cc1ccc(NC(=O)c2ccc(Cl)c(S(=O)(=O)N3CCc4ccccc43)c2)nc1 | -14%
COc1ccc(-c2csc(NC(=O)c3ccc(OCC(=O)N4CCOCC4)c(OC)c3)n2)cc1 | -9%
CS(=O)(=O)c1ccc(C(=O)OCC(=O)Nc2cccc(S(=O)(=O)N3CCCC3)c2)cc1 | 1%
CC(C)CC(=O)Nc1c(C(=O)N2CCN(c3ccccc3)CC2)oc2ccccc12 | 3%
COc1cc(OC)c(C(=O)c2ccccc2[N+](=O)[O-])c(OC)c1 | -1%
Cc1ccc(NC(=O)Cn2cc(S(=O)(=O)c3ccccc3)c(=O)c3cc4c(cc32)OCO4)cc1 | -2%
COc1cccc(-c2nc(CN3CCN(C(=O)c4ccco4)CC3)c(C)o2)c1OC | -1%
CCN(C(=O)c1sc2nc3n(c(=O)c2c1C)CCCCC3)c1ccccc1F | 9%
O=C(COC(=O)C1CC1)NCc1ccccc1 | 8%
CC(C)n1nnnc1SCC(=O)NC1CCCC1 | -8%
CNC(=S)N(CCCn1ccnc1)Cc1c(F)cccc1Cl | 9%
CC1=C(C(=O)N2CCOCC2)CC(CC(=O)NCc2cccs2)C(=O)N1Cc1ccc(C(C)(C)C)cc1 (configuration not stated) | 6%
FC(F)(F)c1ccc(-n2cn[nH]c2=S)cc1 | 9%

The listing, from the start:
SMILES | aSyn yeast rescue
Cc1ccc(S(=O)(=O)NCC2CCC(C(=O)N(C)Cc3ccccc3)CC2)cc1 (configuration not stated) | 6%
O=C(COc1ccc(F)cc1)NCC(c1ccc(Cl)cc1)N1CCCCC1 (configuration not stated) | 3%
CCOc1ccc(CNC(=O)c2c(C)nn(-c3ccc(F)cc3)c2-n2cccc2)cc1 | 8%
Cc1ccc(NC(=O)c2ccc(Cl)c(S(=O)(=O)N3CCc4ccccc43)c2)nc1 | -14%
COc1ccc(-c2csc(NC(=O)c3ccc(OCC(=O)N4CCOCC4)c(OC)c3)n2)cc1 | -9%
CS(=O)(=O)c1ccc(C(=O)OCC(=O)Nc2cccc(S(=O)(=O)N3CCCC3)c2)cc1 | 1%
CC(C)CC(=O)Nc1c(C(=O)N2CCN(c3ccccc3)CC2)oc2ccccc12 | 3%
COc1cc(OC)c(C(=O)c2ccccc2[N+](=O)[O-])c(OC)c1 | -1%
Cc1ccc(NC(=O)Cn2cc(S(=O)(=O)c3ccccc3)c(=O)c3cc4c(cc32)OCO4)cc1 | -2%
COc1cccc(-c2nc(CN3CCN(C(=O)c4ccco4)CC3)c(C)o2)c1OC | -1%
CCN(C(=O)c1sc2nc3n(c(=O)c2c1C)CCCCC3)c1ccccc1F | 9%
O=C(COC(=O)C1CC1)NCc1ccccc1 | 8%
CC(C)n1nnnc1SCC(=O)NC1CCCC1 | -8%
CNC(=S)N(CCCn1ccnc1)Cc1c(F)cccc1Cl | 9%
CC1=C(C(=O)N2CCOCC2)CC(CC(=O)NCc2cccs2)C(=O)N1Cc1ccc(C(C)(C)C)cc1 (configuration not stated) | 6%
FC(F)(F)c1ccc(-n2cn[nH]c2=S)cc1 | 9%
O=C(c1ccc2c(Cl)c3c(nc2c1)CCCC3)N1CCC(N2CCCCC2)CC1 | -4%
CCOc1ccccc1C(=O)NCC(=O)N(C)CC(=O)Nc1ccc(N2CCOCC2)cc1 | 0%
COc1ccc(NC(=O)c2oc3ccccc3c2CSC)cn1 | 11%
COc1ccccc1NC(=O)CCN1CCC(C(N)=O)CC1 | -9%
CC(=O)Nc1nc2c(C)c(Cl)ccc2s1 | -13%
O=C(CN1C(=O)COc2ccc(S(=O)(=O)N3CCOCC3)cc21)N1CCN(c2cccc(C(F)(F)F)c2)CC1 | 4%
CC1CCC(N2CC(=O)N(C3CCCCC3)C(c3ccc(Cl)cc3)C2=O)CC1 (configuration not stated) | -13%
OC(CNCC1CCCCC1)COc1ccccc1 (configuration not stated) | 4%
C/C(=N\Nc1cccc(C(=O)O)c1)c1ccc2c(c1)Nc1ccccc1S2 | 3%
N#C/C(=C\c1ccccc1O)C(=O)Nc1cccnc1 | -3%
Cc1ccc(CNC(=O)C(C)n2nc(C)c3sc4ccccc4c3c2=O)cc1 (configuration not stated) | 7%
COc1ccc(-c2nc3c4c(ncn3n2)-c2ccccc2CC42CCCC2)cc1 | -4%
Cc1cc(Br)c(NC(=O)CN2CCCC2)c(Br)c1 | -2%
Nc1c(C(=O)NCCc2ccccc2)sc2nc(N3CCOCC3)c3c(c12)CCCC3 | -3%
CCOc1ccc(C(=O)CCC(=O)N(CC)CC(=O)Nc2c(F)cccc2F)cc1 | 0%
Cc1ccn2c(Nc3ccccc3C)c(-c3ccc(N4CCOCC4)cc3)nc2c1 | 4%
CCCCN1CC(COCc2ccccc2)Oc2cccc(OCc3ccc(OC)cc3)c2S1(=O)=O (configuration not stated) | 0%
COc1cccc2c1cc1c(=O)n(CC(=O)NCc3ccc(N(C)C)cc3)nc(C)n12 | -7%
Cc1cccc(-c2nc3ccccc3n2Cc2ccccc2)c1 | -17%
NC(=O)CSc1oc(-c2cccs2)nc1S(=O)(=O)c1ccc(Br)cc1 | 4%
CCc1nn2c(-c3ccco3)ccnc2c1-c1ccccc1 | 5%
Cc1cccc(CN2C(=O)c3ccccc3S(=O)(=O)c3ccc(C(=O)NCCC4=CCCCC4)cc32)c1 | 1%
COc1ccc(C)cc1NC(=O)CSc1nnc2ccc(-c3ccncc3)nn12 | -12%
COc1ccc(NS(=O)(=O)c2ccc(C)c(NC(=O)c3ccc(C)c(S(=O)(=O)N4CCOCC4)c3)c2)cc1 | -8%
Cc1ccc(C)c(NC(=O)c2cc3ccccn3n2)c1 | -5%
O=C(Nc1cccc(Cl)c1Cl)c1cc(S(=O)(=O)N2CCCc3ccccc32)ccc1F | 7%
S=C(NCc1ccco1)Nc1cccc(Cl)c1Cl | 0%
CCCCCC(=O)N1C[C@@H](O)[C@H](n2cc(C3CC3)nn2)C[C@@H]1c1ccc(OC)cc1 | -4%
Cc1ccc(NC(=O)Cn2cnc3c(oc4ccccc43)c2=O)cc1Cl | -10%
Cc1cc(N2CCN(C)CC2)nc2ccc(NC(=S)N3CCOCC3)cc12 | 4%
CCOC(=O)c1c(C)oc2ccc(N(C(=O)c3ccncc3)S(=O)(=O)c3ccc(CC)cc3)cc12 | 5%
CCCCNC(=O)CSc1c2c(nc3ccc(Cl)cc13)CCCC2 | -2%
COc1ccc(-c2nc(CSCC(=O)NCCC(C)C)c(C)o2)cc1OC | -9%
Cc1oc2ccc(O)c(CN3CCN(C)CC3)c2c1C(=O)Nc1cccc(C(F)(F)F)c1 | -2%
COC(=O)c1c(NC(=O)C(C)(C)C)csc1C | -5%
O=C(NC1CCCCC1)C1(S(=O)(=O)c2ccc(Cl)cc2)CC1 | 18%
Cc1nnc(SCC(=O)NC2CCCc3ccccc32)n1-c1ccccc1 (configuration not stated) | -11%
Cc1ccc2c(CC(=O)NCc3ccccc3)coc2c1C | 12%
CC(C)CNS(=O)(=O)c1ccc(CCC(=O)N2CCN(c3ccccc3)CC2)cc1 | 7%
COC(=O)[C@@H]1C(c2c(OC)cc(OC)cc2OC)=NO[C@H]1C(=O)OC | -12%
CSc1ncc(C(=O)NCc2ccccc2Cl)c(C(F)(F)F)n1 | 0%
Cc1ccc2nc(-c3ccc(S(=O)(=O)N4CCCCC4)cc3)cn2c1 | 3%
O=C(c1cccs1)N1C[C@H](O)[C@@H](n2cc(-c3ccc(F)cc3)nn2)C[C@@H]1c1ccccc1 | 6%
Cc1ccc(/C=C(\C#N)C(=O)Nc2cccc(C)n2)cc1 | -7%

Next part; it opens with the 2 that closed the last part.
SMILES | aSyn yeast rescue
O=C(c1cccs1)N1C[C@H](O)[C@@H](n2cc(-c3ccc(F)cc3)nn2)C[C@@H]1c1ccccc1 | 6%
Cc1ccc(/C=C(\C#N)C(=O)Nc2cccc(C)n2)cc1 | -7%
CCOCCCNC(=O)C(NC(=O)C1CCC(C)CC1)C(C)C (configuration not stated) | 3%
CCN(CC)CCCNC(=O)c1cc(-c2ccc(O)cc2)on1 | -5%
CC1=C(C(=O)Nc2cccc(F)c2)C2(CCCCCC2)OC1=O | 3%
CCCC(=O)n1nc(-c2cccnc2)nc1NCc1ccc(OC)cc1 | -15%
Cc1oc(-c2ccccc2Cl)nc1CS(=O)CC(=O)NCc1ccc(Cl)cc1 (configuration not stated) | 5%
COc1ccc(NC(=O)c2c(C)oc3ccc(O)c(CN4CCCC(C)C4)c23)cc1Cl (configuration not stated) | 2%
Cc1ccc(NC(=O)COC(=O)Cc2c[nH]c3ccccc23)cc1 | -2%
Cc1ccc(C(=O)NCC(=O)NCC(=O)OCC(=O)c2ccc(F)cc2)cc1 | -2%
Cc1ccc(C)c(N(CC(=O)NC2CCCC2)C(=O)CNC(=O)c2cccs2)c1 | 0%
CC1(c2ccccc2)O[C@@H]2C[C@H]3[C@@H]4CCC5=CC(=O)C=C[C@]5(C)[C@@]4(F)[C@@H](O)C[C@]3(C)[C@]2(C(=O)CO)O1 (some centres not stated) | -9%
COc1cc(/C=N/NC(=O)C(=O)NCc2ccco2)cc(Br)c1O | 11%
Cc1ccc(C(=O)N2CCN(c3ncccn3)CC2)cc1NC1=NC2CS(=O)(=O)CC2S1 (configuration not stated) | -6%
O=C(NCCc1cccs1)c1ccc(Cn2c(SCc3cccc(F)c3)nc3cccnc32)cc1 | 2%
O=C(Nc1cccc(C(=O)O)c1)/C(=C\c1ccc2c(c1)OCO2)NC(=O)c1ccc(Br)o1 | -4%
CC(=O)Nc1ccc(C(=O)/C=C/c2ccc[nH]2)cc1 | -4%
Cc1cc(C)cc(-n2c(SCC(=O)N3CCCC3)nc3c([nH]c4ccccc43)c2=O)c1 | 2%
Cc1ccc2c(c1)/C(=C/c1ccccc1)C(=O)N2 | 28%
CC(=O)N1CC2(CC(c3ccccc3F)=NO2)CN1c1ccc(Cl)cc1 (configuration not stated) | -2%
COC(=O)c1cn(NC(=O)c2cc([N+](=O)[O-])ccc2F)c(=O)c2ccccc12 | -11%
CCc1ccc(NC(=O)C2=C(C)C(=O)OC23CCCCC3)cc1 | 4%
COc1ccc(NC(=S)NCCc2ccc(S(N)(=O)=O)cc2)c(OC)c1 | 8%
Cc1ccc(C(=O)CC(C(=O)O)P(=O)(c2ccccc2)c2ccccc2)cc1 (configuration not stated) | -3%
Cc1ccccc1-c1noc(-c2ccccc2OCC(=O)Nc2ccccc2[N+](=O)[O-])n1 | -2%
CCOCCCNC(=O)CCc1nnc2ccc(N3CCN(c4cccc(OC)c4)CC3)nn12 | -2%
Cc1ccc(NC(=O)CCOc2ccccc2C)cc1C | 2%
CCc1cc[n+](C2=C([O-])c3ccccc3C(=O)/C2=N\S(=O)(=O)c2cccs2)cc1 | 2%
COc1ccc(CNC(=O)CCc2cn(Cc3cc(C)ccc3C)c3ccccc23)cc1OC | -14%
COc1ccc(C2=Nc3ccccc3N(CC(=O)Nc3cccc(C(C)=O)c3)C(=O)C2)cc1 | -20%
CC12CCC(=O)N1C(C(=O)N1CCN(S(=O)(=O)c3ccc(F)c(F)c3)CC1)CS2 (configuration not stated) | -2%
COc1ccc(N=Cc2c(O)cc(C)oc2=O)cc1 | 4%
Cc1ccccc1-c1nc2ccccc2c(=O)n1/N=C/c1ccc([N+](=O)[O-])cc1 | -6%
O=[N+]([O-])c1cc(-c2nc(-c3ccccc3)no2)ccc1N1CCN(c2ccccc2)CC1 | 2%
CC(=O)c1ccc(S(=O)(=O)NCCC(=O)OC(C)C(=O)Nc2ccc(F)cc2)cc1 (configuration not stated) | 5%
O=C(c1cccc([N+](=O)[O-])c1)N1CCN(c2n[nH]c(=O)[nH]c2=O)CC1 | -3%
O=C(Cn1c(=O)c2cccn2c2ccc(F)cc21)N1CCN(c2ccccc2F)CC1 | -8%
COc1cccc(CNC(=S)Nc2cc(C)ccc2C)c1 | 6%
Cn1c(=O)c2c(n3ncnc13)NC(=O)CC2c1cccc(F)c1 (configuration not stated) | -1%
CCCCN(C)CCCNC(=O)c1cc(=O)[nH]c2ccc(S(=O)(=O)N3CCCCC3)cc12 | 2%
CCC1CCCCN1CCN1C(=O)C2C(C(=O)Nc3ccc(OC)cc3)C3C=CC2(O3)C1C(=O)NC1CCCCC1 (configuration not stated) | 5%
Cc1sc(NC(=O)C2C3CCC(C3)C2C(=O)O)c(C(N)=O)c1-c1ccc(C(C)(C)C)cc1 (configuration not stated) | -2%
COc1ccc(OC)c(CNC(=O)C2CCCN(c3ncnc4onc(-c5ccc(F)cc5)c34)C2)c1 (configuration not stated) | 4%
COc1ccc(CCNC(=O)CSc2c[nH]c3ccccc23)cc1OC | 5%
Fc1ccc(-c2noc3ncnc(Nc4ccc(F)cc4F)c23)cc1 | -11%
COc1cccc(C(=O)N2CCn3c2nc2ccccc23)c1 | -6%
COc1cccc(NC(=O)CN2C(=O)CC(c3ccco3)Sc3ccccc32)c1 (configuration not stated) | ?
Cc1cccc(N(Cc2cc3ccccc3[nH]c2=O)C(=O)c2cccs2)c1 | 4%
COc1ccccc1N(CC(=O)N1CCN(Cc2ccccc2)CC1)S(=O)(=O)c1ccccc1 | 16%
COc1ccc(NC(=O)C(CC(C)C)NS(=O)(=O)c2ccc3c(c2)oc(=O)n3C)cc1Cl (configuration not stated) | -10%
CCc1cccc(C)c1NS(=O)(=O)c1ccc2c(c1)CC(C)N2C(=O)C1CC1 (configuration not stated) | 1%
COc1ccccc1NC(=O)CSc1ccc(-c2sc(C)nc2C)nn1 | -7%
